USP1-UAF1 inh – blocks the human USP1/UAF1 deubiquitinase complex; Potency, µM (titrated, usually from 57.1 µM), for inactives: at the top dose activity change, negative = inhibition, usual class: inhibitors; AID 743255; recombinant USP1/UAF1, Ub-Rhodamine cleavage fluorescence; hit rate 0.23% among 390,000; O94782; further: potency means the concentration at half of the fitted maximal effect; on the % scale 0 is the no-effect control and ±100 the full control effect; nearly all actives have a fitted effect of over 60% in size; inactives centre near -12
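High-throughput fluorogenic screen: 1nM USP1/UAF1 complex, Ub-Rho substrate 150nM final, 50mM HEPES pH 7.8 with 0.5mM EDTA, 0.1 mg/ml BSA, 1mM TCEP and 0.01% Tween-20.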
LDHA block – inhibitors of human lactate dehydrogenase A; P00338; purified LDHA, NADH/diaphorase-resazurin fluorescence; hits give low values; activity change, % (values are at about 110 or 230 µM); hit rate 0.15% among 480,000; in the data active means activity change below about -30%; inconclusive means mostly about -25% to -30%;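 further: plate controls were DMSO wells for no effect and wells without enzyme for full effect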
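Human LDH5 at 2 nM final in Tris HCl pH 7.4 with 0.06 mM NADH and 0.2 mM pyruvate, reacted 5 minutes at room temperature. Remaining NADH coupled via diaphorase/resazurin; resorufin fluorescence read at 0 and 20 minutes, normalized to enzyme-free and DMSO wells.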
Vif-A3G inh – Vif-A3G binding inhibition. Potency, µM (top dose mostly 46.1 µM), without a hit: top-dose activity, negative = active, usual class: inhibitors. hit rate 0.076% among 410,000. Q9HC16. HeLa A3G-eYFP + Vif (tagged APOBEC3G with the HIV-1 protein that degrades it), YFP fluorescence, overnight;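 further: potency means the concentration at half of the fitted maximal effect; on the % scale 0 is the no-effect control and ±100 the full control effect; nearly all actives have a fitted effect of over 60% in size; hits raise eYFP signal because A3G escapes Vif-driven loss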
Target sequence (Q9HC16 whole entry, looked up): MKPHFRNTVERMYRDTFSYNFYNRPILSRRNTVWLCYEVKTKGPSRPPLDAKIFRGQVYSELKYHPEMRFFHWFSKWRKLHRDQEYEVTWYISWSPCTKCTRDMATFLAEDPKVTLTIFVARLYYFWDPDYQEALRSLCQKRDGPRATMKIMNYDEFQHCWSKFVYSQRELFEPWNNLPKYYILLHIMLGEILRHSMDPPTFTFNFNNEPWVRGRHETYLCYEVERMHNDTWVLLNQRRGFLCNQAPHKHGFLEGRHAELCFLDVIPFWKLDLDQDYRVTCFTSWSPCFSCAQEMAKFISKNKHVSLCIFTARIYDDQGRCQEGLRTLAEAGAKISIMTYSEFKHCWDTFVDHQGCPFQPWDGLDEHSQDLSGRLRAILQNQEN
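Read-out is eYFP fluorescence (Ex 488/Em 500-530) from Vif-expressing HeLa A3G-eYFP cells; more signal means A3G escaped Vif-mediated degradation. Cells plated overnight, compound pinned in, incubated overnight at 37 deg C.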
RGS4 inh – blocks human RGS4-accelerated GTP hydrolysis; Transcreener GDP fluorescence polarization, RGS4-accelerated GTP hydrolysis; Potency, µM (highest dose often 114 µM), for inactives: top-dose activity change, negative = inhibition, actives largely listed as inhibitors; hit rate 0.039% among 390,000; AID 504845; further: potency means the concentration at half of the fitted maximal effect; on the % scale 0 is the no-effect control and ±100 the full control effect; nearly all actives have a fitted effect of over 75% in size; some results filed as inactive show a strong effect at the top dose
Target sequence (P49798 whole entry, looked up): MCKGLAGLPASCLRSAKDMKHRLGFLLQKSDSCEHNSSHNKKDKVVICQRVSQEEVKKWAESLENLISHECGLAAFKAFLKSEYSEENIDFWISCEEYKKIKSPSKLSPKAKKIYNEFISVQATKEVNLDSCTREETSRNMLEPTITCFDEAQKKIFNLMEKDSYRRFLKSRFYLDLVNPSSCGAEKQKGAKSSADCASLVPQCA
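MLSMR compounds (23 nl, pin-transferred) preincubated 10 min at room temperature with a 500nM (2x) first reagent, then RGS4 at 900nM (2x) plus Transcreener GDP mix added; fluorescence polarization (620/688 nm) read before and after 90 min at 30 °C.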
TrxR1 inh – inhibitors of rat thioredoxin reductase 1; recombinant rTrxR1, NADPH fluorescence consumption, selenite substrate; Potency, µM (titrated, usually from 114 µM), inactives show at the highest dose activity change, negative = inhibition, hits mostly inhibitors; hit rate 1% among 390,000; further: potency means the concentration at half of the fitted maximal effect; on the % scale 0 is the no-effect control and ±100 the full control effect; nearly all actives have a fitted effect of over 65% in size
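Rat TrxR1 (90 nM in the dispensed reagent) was pre-reduced with 400 uM NADPH for 5 min at room temperature, then incubated with compound for 15 min. After 400 uM selenite was added, NADPH fluorescence (Ex 340/Em 450 nm) was followed for 8 min.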
IDH1 R132H inh – human IDH1 R132H inhibition | Potency, µM (highest dose often 76.6 µM), without a hit: at the top dose activity change, negative = inhibition, actives largely listed as inhibitors | hit rate 0.093% among 390,000 | IDH1-R132H enzyme, NADPH consumption, diaphorase/resazurin fluorescence | O75874; further: potency means the concentration at half of the fitted maximal effect; on the % scale 0 is the no-effect control and ±100 the full control effect; nearly all actives have a fitted effect of over 65% in size
Target sequence (O75874 whole entry R132H, stated change not applied): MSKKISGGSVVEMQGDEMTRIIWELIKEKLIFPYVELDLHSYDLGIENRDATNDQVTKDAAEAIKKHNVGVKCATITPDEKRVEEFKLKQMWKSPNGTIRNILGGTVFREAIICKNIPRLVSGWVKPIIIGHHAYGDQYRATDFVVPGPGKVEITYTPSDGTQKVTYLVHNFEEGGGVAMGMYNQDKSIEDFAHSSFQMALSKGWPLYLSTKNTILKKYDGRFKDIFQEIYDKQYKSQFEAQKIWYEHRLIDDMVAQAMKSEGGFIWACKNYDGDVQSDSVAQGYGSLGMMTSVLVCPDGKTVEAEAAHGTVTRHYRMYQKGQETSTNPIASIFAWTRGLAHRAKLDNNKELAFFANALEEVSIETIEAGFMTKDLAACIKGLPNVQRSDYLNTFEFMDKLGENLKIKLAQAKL
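IDH1-R132H (0.5 ug/mL) preincubated 30 min with compound, then NADPH (0.016 mM) and alpha-KG (2 mM) added; 80 min at RT, pH 7.5. Remaining NADPH coupled via diaphorase/resazurin to fluorescence (540/590 nm); concentration-response curves normalized to no-enzyme control.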
TrxR1 substrate – rat thioredoxin reductase 1 substrate activity. Potency, µM (titrated, usually from 114 µM), inactives show at the highest dose activity change, negative = substrate turnover. hit rate 0.01% among 390,000. O89049. purified TrxR1 substrate turnover, NADPH consumption readout; further: potency means the concentration at half of the fitted maximal effect; on the % scale 0 is the no-effect control and ±100 the full control effect; nearly all actives have a fitted effect of over 50% in size
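Rat TrxR1, dispensed at 90 nM, was prereduced with 400 uM NADPH (final) for 5 min at ~22 deg C, then incubated with compound 15 min before 400 uM selenite. A first-read NADPH fluorescence drop versus no-compound background flagged substrates.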
Glioma ERSR ind – inducers of ER stress response in human glioma cells. hit rate 0.02% among 420,000. Potency, µM, without a hit: at the highest dose activation, most hits filed as activators. U87-MG GRP78 promoter luciferase reporter, 16 h; further: potency means the concentration at half of the fitted maximal effect; series mostly up to about 76 µM; % of control where 0% means no effect; nearly all actives have a fitted effect of over 35% in size
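Stably transfected U87-MG human glioma cells carrying a GRP78-based luminescent sensor were seeded at 1000 cells/well, pin-dosed with compounds and incubated 16 h. Luciferase reagent was then added, and end-point luminescence was read after 10 min at room temperature.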
Vif-A3F inh – Vif-A3F binding inhibition. HeLa A3F-eYFP + Vif (tagged APOBEC3F with the HIV-1 protein that degrades it), YFP fluorescence increase. Potency, µM (series often up to 46.1 µM), without a hit: at the top dose activity, negative = active. hit rate 0.2% among 390,000; further: potency means the concentration at half of the fitted maximal effect; % of control where 0% means no effect; nearly all actives have a fitted effect of over 65% in size
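HeLa cells stably expressing Vif plus C-terminally eYFP-tagged A3F were seeded, incubated overnight at 37 deg C, dosed with compound, incubated overnight again at 37 deg C. Yellow fluorescence (Ex 488/Em 500-530) reported blocked Vif-mediated A3F-eYFP degradation.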
* = called active by the depositor; ? = inconclusive; · = no result given; & = joins results of further samples; [ ] = dose if it differs, or a comment. Unless noted, the call rests on the fitted dose curve; in most records, active means well fitted curve in the direction sought with a large enough effect; inconclusive means small, poorly fitted or top-dose-only effect, or another doubt; inactive means no such curve, though single readings can be large; an effect the other way counts as inactive or inconclusive. Only part of the results is shown. The share of hits here may be higher or lower than overall.

SMILES	USP1-UAF1 inh	LDHA block	Vif-A3G inh	RGS4 inh	TrxR1 inh	IDH1 R132H inh	TrxR1 substrate	Glioma ERSR ind	Vif-A3F inh
CCN(CC)S(=O)(=O)c1cc(C(=O)O)ccc1OC	-14%	-2	-4%	1%	15%	7%	2%	1%	2%
COc1ccc(S(=O)(=O)NCC(c2ccco2)N2CCN(c3ccccc3F)CC2)cc1OC (stereo not drawn)	9%	2	-1%	-21%	11%[57.1 µM]	-9%	1%[57.1 µM]	-5%	-7%
COc1cc(OC)cc(C(=O)N/N=C(\C)CC(=O)Nc2ccccn2)c1	-11%	2	3.5µM*	-5%	-2%	0%	4%	-2%	-3%
COc1ccc(Cl)cc1NC(=O)CN1C(=O)CC(C)S(=O)(=O)c2ccccc21 (stereo not drawn)	-10%	14	-4%	0%	15%[57.1 µM]	-4%	-5%[57.1 µM]	1%	-28%
CCOC(=O)c1c(-c2ccc(C)cc2)csc1NC(=S)NC(=O)c1ccccc1	-14%	-5	-1%	-1%[56.9 µM]	-12%	3%	-3%	-1%	1%
CCCCOc1ccc(/C=N/NC(=O)c2nnn(-c3nonc3N)c2C)cc1	-17%	-6	3%	?	-3%	3%	41%[activator]	-3%	-3%
CCc1ccc(OCc2nnc(SCc3ccc(C(=O)O)cc3)o2)cc1	6%	-5	1%	2%	3%[57.1 µM]	9%	4%[57.1 µM]	-1%	-9%
O=C1C=C(O)C(n2cncn2)C(c2ccc3c(c2)OCO3)C1 (stereo not drawn)	-5%	-4	-4%	-2%	10%[57.1 µM]	-6%	13%	-7%	6%
O=C(C1CCC(=O)N(C2CC2)C1)N1CCN(c2ccccc2Cl)CC1 (stereo not drawn)	-16%	1	5%	-12%	6%	0%	4%	-2%	0%
COC(=O)c1c(NC(=O)c2ccc([N+](=O)[O-])o2)sc2c1CCN(C(C)C)C2	-22%	7	?	-3%	7%[57.1 µM]	12%	6%[57.1 µM]	-13%	-28%
CC1(C)CCSC(/C=C/c2ccccc2)=N1	-16%	0	-11%	-25%	?	0%	3%[57.1 µM]	-7%	3%
CCCCC(=O)N/N=C/c1cc([N+](=O)[O-])ccc1N1CCOCC1	2%	1	-6%	23%	-20%	-5%	-15%	-1%	2%
CC(C)c1ccc(NC(=O)C2C3C=CC4(O3)C2C(=O)N(CCN2CCOCC2)C4C(=O)NC2CCCCC2)cc1 (stereo not drawn)	-2%	-7	0%	18%	18%[57.1 µM]	-2%	-8%	-4%	8%
Cc1nc(-c2ccc(S(=O)(=O)N(C)Cc3ccccc3)cc2)co1	-30%	-1	-4%	-12%	11%[57.1 µM]	-13%	3%[57.1 µM]	-1%	-2%
C[C@@H]1CN([C@@H](C)CO)C(=O)c2cc(Br)cnc2O[C@H]1CN(C)Cc1cccnc1	-23%	0	-5%	·	·	5%	·	-5%	-13%
CCOc1ccc(C(=O)NCC(=O)OCC(=O)Nc2nnc(-c3ccccc3)o2)cc1	-11%	-3	1%	-8%	36%[activator]	-10%	4%	0%	2%
CCOc1ccc(C(C)NC(=O)Nc2ccc(F)cc2F)cc1 (stereo not drawn)	-27%	-2	2%	-23%	24%	-7%	4%	0%	4%
N#Cc1nc(COc2ccccc2F)oc1NCc1ccc(F)cc1	-25%	0	1%	10%	-1%	1%	0%	1%	2%
O=C(C1CC1)N1CCc2cc(Br)cc(S(=O)(=O)N3CCN(c4ccccc4)CC3)c21	-27%	-5	0%	7%	23%	-7%	5%[2.29 µM]	-2%	-4%
COc1cccc(C2C(C(N)=O)=C(C)Nc3ncnn32)c1 (stereo not drawn)	-15%	0	4%	-6%	6%	3%	1%	-3%	0%
CC(=O)c1ccccc1OC(=O)c1ccco1	1%	-6	-4%	-13%	-6%[57.1 µM]	3%	4%[57.1 µM]	-4%	3%
COc1ccccc1NS(=O)(=O)c1cccc(C(=O)NNC(=O)c2ccc(=O)[nH]c2)c1	-5%	-4	-12%	10%	-7%	-14%	-4%	0%	-4%
COc1ccc(/C=C/C(=O)c2ccc([N+](=O)[O-])o2)cc1OC	?	4	7.9µM*	-34%	14µM*	?	-15%	-12%	?
CCOC(=O)N1CCN(c2ccc(C(=O)CC)cc2F)CC1	-8%	0	0%	-13%	-14%	-1%	-16%	5%	0%
O=C1/C(=C\Nc2ccc(Cl)cc2)CCN1c1ncccn1	-6%	7	-4%	10%	?	4%	5%[57.1 µM]	3%	-1%
CC1(C)C(=O)Nc2ccccc2N1C(=O)COC(=O)c1ccc([N+](=O)[O-])o1	?	4	-9%	32%	?	9%	-2%	-1%	-33%
NC(=O)c1c(NC(=O)C2COc3ccccc3O2)sc2c1CCN(Cc1ccccc1)C2 (stereo not drawn)	?	-3	-14%	-6%	15%[57.1 µM]	6%	-5%[57.1 µM]	-3%	?
C[n+]1cccc(C(=O)Nc2ccccc2)c1	-22%	-14	-1%	-7%	-2%	4%	-4%	-4%	1%
Nc1nc(-c2ccccc2)c(N=Nc2ccc(Cl)cc2)s1	3%	-1	-1%	-15%	-13%	0%	-16%	0%	-16%
Cc1ccc(C(=O)NN2C(=O)C3C(C2=O)C2C=CC3C23CC3)cc1 (stereo not drawn)	-5%	-7	2%	33%	38%[activator]	3%	6%	-3%	5%
CCN(C(=O)c1cc2c(=O)[nH]c3ccc(C)cc3c2s1)c1ccc(OC)cc1	-6%	-6	2%	20%	20%	12%	10%	-2%	-2%
CNC(=O)c1ccccc1NC(=O)c1cccc(S(=O)(=O)N2CCC(C)CC2)c1	3%	-9	6%	12%	26%	3%	10%	-8%	-7%
CCOc1cc(C(=O)N/N=C/C(Br)=C/c2ccccc2)cc(OCC)c1OCC	-1%	-9	?	-42%	11%[57.1 µM]	1%	3%[57.1 µM]	2%	?
O=C(O)c1nc(N2CCOCC2)nc(N2CCOCC2)n1	-11%	1	0%	-5%	19%	23%	-4%	-4%	-2%
Cc1ccc(NC(=O)COn2nnc3ccc(S(=O)(=O)N(C)C)cc32)cc1F	-15%	-6	-3%	?	-1%[57.1 µM]	0%	-9%	14%	4%
Cc1ccc(C(=O)N(c2ccccn2)C(C)c2ccco2)cc1 (stereo not drawn)	4%	-5	0%	3%	-7%[57.1 µM]	1%	12%[57.1 µM]	1%	5%
COc1ccc(C2CCc3cc(OC)c(OC)cc3C2NC=O)cc1OC (stereo not drawn)	-19%	5	2%	·	·	10%	·	-6%	-5%
Cc1nc(NC(=O)c2csc3ccccc23)sc1C	-19%	-7&10	-7%	-12%	12%[57.1 µM]	8%	9%[57.1 µM]	0%	-11%
CCN(CC)C(=O)C(=O)c1cccn1-c1ccccc1C#N	4%	16	0%	6%	-6%	2%	-2%	0%	-7%
CCc1ccc(C(=O)Cn2ncc(Cl)c(Cl)c2=O)cc1	-24%	-3	?	-5%	-30%	5%	6%	-16%	-10%
Cc1nc2ccc(S(=O)(=O)N(CC(=O)Nc3ccc(F)cc3)Cc3ccccc3)cc2s1	-7%	0	2%	-9%	8%[57.1 µM]	7%	3%[57.1 µM]	-1%	-3%
O=C(CSc1ccc(Br)cc1)N1CCN(C(=O)c2ccco2)CC1	-21%	-1	0%	3%	25%[57.1 µM]	5%	-17%[57.1 µM]	4%	11%
COc1ccc(C(=O)N(C)C2(C)CCS(=O)(=O)C2)cc1OC (stereo not drawn)	-2%	-10	1%	25%	-2%[57.1 µM]	-4%	-5%[57.1 µM]	0%	-9%
CCCCSCCCNC(=O)c1cn(CC)c2ccc(S(=O)(=O)N3CCCCCC3)cc2c1=O	-25%	2	-5%	-2%	33%	2%	2%	-3%	5%
Nc1ccc(-c2ccc(N)c([N+](=O)[O-])c2)cc1[N+](=O)[O-]	-12%	-7	10%	-36%[56.9 µM]	3%	7%	-4%	1%	-13%
O=C(CNC(=O)c1ccc(Cl)cc1Cl)OCCOc1ccccc1	-5%	-15	4%	-2%	10%	0%	0%	4%	3%
CC(C)(C)OC(=O)N1CCC(c2c(C(=O)NC3CCCCC3)cnn2-c2cccc(F)c2)CC1	4%	-13	1%	7%	-1%	0%	-3%	-3%	0%
CCC(C)(c1nnnn1-c1c(C)cccc1C)N(N=O)c1ccccc1Cl (stereo not drawn)	-7%	0	3%	1%	-11%	11%	-17%	-6%	-3%
CCN(CC(O)CON=C1c2ccccc2-c2ccccc21)S(=O)(=O)c1ccc(Cl)cc1 (stereo not drawn)	-22%	-1	2%	13%	-1%	3%	4%	-7%	-4%
CCC(C)C(NC(=O)c1ccc(Cl)cc1)C(=O)O (stereo not drawn)	1%	-6	3%	18%	-10%	-3%	-11%	-3%	-17%

Screens deposited in PubChem by National Center for Advancing Translational Sciences (NCATS).
